Bioassay records deposited in PubChem BioAssay by National Center for Advancing Translational Sciences (NCATS).
GLP-1R agonist: activates the human GLP-1 receptor | P43220 | 380,000 compounds, 0.007% hits | HEK293 GLP-1R CRE-luciferase, luminescence, 4-6 h; cells express a hypersensitive GLP-1R form | Potency, µM (highest dose often 45.6 µM), inactives show top-dose activation, actives largely listed as activators | AID 624172; further: % of control where 0% means no effect
Target sequence (P43220 whole entry, looked up): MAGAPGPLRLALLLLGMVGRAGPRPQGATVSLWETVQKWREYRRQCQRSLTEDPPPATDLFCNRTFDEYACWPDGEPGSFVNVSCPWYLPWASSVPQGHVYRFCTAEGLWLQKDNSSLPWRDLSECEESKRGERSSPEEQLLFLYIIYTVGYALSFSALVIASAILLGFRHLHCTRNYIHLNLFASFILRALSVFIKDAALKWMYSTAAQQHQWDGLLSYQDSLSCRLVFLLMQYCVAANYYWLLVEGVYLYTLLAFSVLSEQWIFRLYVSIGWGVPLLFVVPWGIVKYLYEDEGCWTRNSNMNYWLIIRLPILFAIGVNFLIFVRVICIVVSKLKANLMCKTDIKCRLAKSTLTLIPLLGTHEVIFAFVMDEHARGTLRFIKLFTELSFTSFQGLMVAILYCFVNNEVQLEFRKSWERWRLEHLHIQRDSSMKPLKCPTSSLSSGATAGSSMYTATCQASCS
HT1080-NT tox: kills 2HG-producing HT-1080-NT fibrosarcoma cells. HT-1080-NT fibrosarcoma viability, CellTiter-Glo ATP luminescence, 48 h. Potency, µM (titrated, usually from 46.1 µM), for inactives: at the top dose activity, negative = less viability, usual class: cytotoxic. 360,000 compounds, 1.6% hits. AID 686970;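 further: NT is the 2HG producing partner of a matched IDH1 knockdown line; 0% = DMSO-treated cells and -100% = media-only wells without cells; nearly all actives have a fitted effect of over 55% in size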
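Luminescent CellTiter-Glo readout after 48 hours of compound exposure at 37 degrees C defined viability of HT-1080-NT cells. Activity was normalized to DMSO wells and cell-free media wells; concentration-response curves were fitted and assigned curve classes.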
KB-V1 MDR tox: KB-V1 MDR subline cytotoxicity; KB-V1 MDR cells viability, CellTiter-Glo, 72 h; Potency, µM (highest dose often 46.1 µM), without a hit: top-dose activity change, negative = cytotoxicity, usual class: cytotoxic; 400,000 compounds, 3.4% hits; AID 1347076; further: on the % scale 0 is the no-effect control and ±100 the full control effect; nearly all actives have a fitted effect of over 60% in size
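Following 72 h at 37 degrees C with compound, KB-V1 cell viability was read by CellTiter-Glo luminescence, medium being phenol-red-free DMEM plus 10% FBS; concentration-response parameters came from normalized, curve-fitted qHTS data.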
TDP43 rescue: rescues yeast growth from TDP-43 toxicity; TDP-43 expressing yeast growth rescue, BacTiter-Glo, 24 h; 410,000 compounds, 1.8% hits; Potency, µM (series often up to 46.1 µM), inactives show top-dose growth rescue (activation), actives largely listed as activators; further: % of control where 0% means no effect; nearly all actives have a fitted effect of over 50% in size
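Yeast expressing TDP-43 (pregrown in raffinose, seeded at OD600=0.02 in galactose medium) exposed to compounds 24 hr at 30 deg C. Growth read by BacTiter-Glo luminescence; rescue of toxicity appears as increased signal.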
HT1080 IDH1KD tx: toxicity to HT-1080 IDH1 knockdown cells (counter line) | Potency, µM (titrated, usually from 46.1 µM), inactives show at the highest dose activity, negative = toxicity, hits mostly cytotoxic | HT-1080 IDH1 knockdown viability, ATP luminescence, 48 h | 360,000 compounds, 2% hits;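 further: 0% = DMSO wells and -100% = cell-free medium wells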
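Knockdown cells (IDH1KD HT-1080) received compounds 2 h after plating at 750 cells/well and were kept 48 h at 37 °C in 5% FBS RPMI. A CellTiter-Glo luminescence read gave % activity for curve fitting.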
KB-3-1 cytotox: KB-3-1 parental cell cytotoxicity; KB-3-1 viability, CellTiter-Glo ATP luminescence, 72 h; Potency, µM (highest dose often 46.1 µM), inactives show top-dose activity change, negative = cytotoxic, most hits filed as cytotoxic; AID 1347075; 400,000 compounds, 1.4% hits; further: on the % scale 0 is the no-effect control and ±100 the full control effect; nearly all actives have a fitted effect of over 60% in size
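Cytotoxicity in the drug-sensitive parental line KB-3-1 was scored as loss of CellTiter-Glo luminescence following 72 h incubation with compound. Values come from curve fitting of normalized concentration-response data.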
GLP-1R inv ag: GLP-1 receptor (human) inverse agonism; P43220; HEK293 GLP-1R CRE-luciferase, luminescence, 24 h; GLP-1R form is constitutively active; Potency, µM (doses to about 38.3 µM), without a hit: at the highest dose activity change, negative = inhibition, actives largely listed as inhibitors; 410,000 compounds, 1.6% hits; AID 624417; further: on the % scale 0 is the no-effect control and ±100 the full control effect; nearly all actives have a fitted effect of over 55% in size
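Inverse agonists were sought by their lowering of basal cAMP reporter luciferase output in HEK293 cells stably carrying constitutively active human GLP-1R, after 24 h compound treatment.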
GLP1R cytotox: cytotoxic in the GLP-1 receptor inverse agonist counter-screen | HEK293 cAMP-luciferase reporter cells, luminescence, 24 h | Potency, µM (highest dose often 38.3 µM), without a hit: at the top dose activity change, negative = inhibition, usual class: inhibitors | 410,000 compounds, 0.13% hits | AID 624418;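 further: loss of luciferase light is scored as toxicity; on the % scale 0 is the no-effect control and ±100 the full control effect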
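Compound-treated cells are incubated 24 hr at 37 deg C under 5% CO2 after a 12 hour attachment period, then luciferase detection reagent is added and luminescence is measured following 12 min at room temperature; lowered signal indicates toxicity.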
SW480 rerep: inducers of DNA re-replication in SW480 colon cancer cells. AID 624297. 340,000 compounds, 1.8% hits. SW480 DNA re-replication, Hoechst DNA content imaging, 48 h. Potency, µM (doses to about 46.1 µM), inactives show at the top dose re-replication activation, usual class: activators; further: % of control where 0% means no effect; nearly all actives have a fitted effect of over 55% in size
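Quantitative HTS format with DMSO vehicle controls; 48 hr drug incubation at 37 C, then 40 min Hoechst staining and scanning imager measurement at 405 nm excitation.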
Starred values were filed as active, the others as inactive; u = inconclusive; x = not tested or not shown; [ ] = dose if it differs, or a comment. The call rests on the fitted dose curve; in most records, active means well fitted curve in the direction sought with a large enough effect; inconclusive means small, poorly fitted or top-dose-only effect, or another doubt; inactive means no such curve, though single readings can be large; an effect the other way counts as inactive or inconclusive. Potency means the concentration at half of the fitted maximal effect.

Compound	GLP-1R agonist	HT1080-NT tox	KB-V1 MDR tox	TDP43 rescue	HT1080 IDH1KD tx	KB-3-1 cytotox	GLP-1R inv ag	GLP1R cytotox	SW480 rerep
Cc1cc(C)cc(OCC(=O)OCC(=O)Nc2cc(S(=O)(=O)N3CCOCC3)ccc2C)c1	3.0%	-2.4%	-19.3%	-6.2%	-3.6%	-7.4%	3.7%	5.8%	-3.0%
COc1ccc(C(=O)NCCc2cc3c(OC)ccc(OC)c3[nH]c2=O)cc1OC	22.8%	u	u	-4.2%[0.397 µM]	-26.1%	-9.7%	50.9%[activator]	-15.0%	5.7%
CC1=C(C)CC(C(=O)Nc2nc(-c3ccc(C)cc3C)c(C)s2)C(C(=O)O)C1 (centres undefined)	-0.6%	6.8%	0.2%	u	12.6%	-1.2%	u	-4.7%	-0.6%
Cc1noc(C)c1S(=O)(=O)Nc1ccccc1Cl	1.8%	-4.4%	u	-33.8%[inhibitor]	0.0%	0.8%	8.6%	6.8%	-7.8%
CCN(CC)C1CCN(C(=O)CCc2nnc(CCc3ccccc3)o2)C1 (centres undefined)	4.6%	2.3%	0.0%	14.8%	6.9%	3.9%	-3.7%	13.3%	-8.1%
CC(C)(C)NC(=O)N1CCCC(C(=O)c2cccc(Cl)c2)C1 (centres undefined)	-4.8%	8.8%	-17.1%	22.4%	10.4%	-10.6%	u	-1.6%	-0.9%
COc1ccc(C(=O)c2ccccc2)cc1Br	18.7%	4.5%	-4.1%	12.6µM*	8.2%	-3.4%	0.0%	-10.3%	-6.6%
CCCOc1ccccc1Nc1nnc(C)c(=O)[nH]1	-4.2%	15.0%	2.9%	0.0%	5.8%	26.3%	-10.8%	2.9%	-16.2%
Cc1cccc(NC(=O)c2cc(NC(=O)c3ccccc3)ccc2N2CCCCC2)c1	-3.9%	6.7%	u	19.0%	-2.5%	-13.7%	-3.7%	-7.2%	10.9%
COc1cc(-c2cc(C(=O)Nc3cc(S(=O)(=O)N4CCOCC4)ccc3O)c3ccccc3n2)cc(OC)c1OC	4.4%	-14.8%	u	-81.4%[inhibitor]	-3.1%	-11.8%	37.3%[activator]	7.1%	-4.4%
COc1cc(C(=O)N2CCN(C)C(C)C2)ccc1OC1CCN(C(C)=O)CC1 (centres undefined)	7.2%	9.2%	-20.4%	-8.5%	5.4%	18.2%	7.3%	-6.8%	-21.4%
CCCn1nc(C(=O)N(C)CC(=O)Nc2ccc(OCC)c(OCC)c2)c2ccccc2c1=O	-0.4%	-0.8%	0.8%	12.5%	0.9%	11.2%	3.7%	13.8%	-6.7%
CNC(=O)CN(Cc1ccccc1)S(=O)(=O)c1ccccc1	-3.9%	-0.1%	-6.6%	-20.4%	22.4%	-27.0%	-5.7%	-1.8%	-2.9%
c1ccc2sc(N3CCCN(Cc4nc(-c5cnccn5)no4)CC3)nc2c1	8.0%	-2.1%	-28.0%	26.1%	-7.2%	-32.4%	u	-15.9%	-9.9%
O=S(=O)(/C=C/c1ccccc1)Nc1ccc2c(c1)OCO2	19.5%	-1.7%	14.5%	u	-6.8%	11.8%	-22.4%	13.0%	-9.3%
COc1ccc(NC(=O)CSc2nnc(CCC(=O)Nc3ccc(C)c(Cl)c3)n2C)cc1	0.3%	-9.1%	13.5%	0.0%	-14.0%	-10.7%	-1.0%	-2.3%	1.8%
COc1cccc(NC(=O)COc2ccc(C(=S)N3CCN(C)CC3)cc2OC)c1	4.8%	-8.9%	u	-22.9%	-6.9%	u	9.6%	19.0%	-8.0%
Cc1nn(C)c2c1c(C(F)(F)F)cc(=O)n2C(C)C(=O)NCc1ccccc1Cl (centres undefined)	x	x	-6.5%	-11.9%	x	-8.0%	12.2%	1.0%	x
COCCNC(=O)c1cc2c(c(-c3cccc(C#Cc4ccc(OC)c(OC)c4)c3)n1)[C@@H](CCO)N(S(=O)C(C)(C)C)C2 (some centres undefined)	24.8%	u	0.0%	15.0%	u	0.1%	27.2%	6.2%	x
CCOC(=O)c1sc2nc(CSCC(=O)OCc3ccc(C(=O)OC)o3)[nH]c(=O)c2c1C	-1.8%	-6.7%	-3.3%	23.3%	-4.1%	19.7%	2.4%	-9.0%	-4.3%
O=C(COc1ccc2c(c1)C(=O)CC1(CCCCC1)O2)NCc1ccccn1	33.2%	-17.0%	-11.5%	-14.5%	u	-0.6%	0.0%	24.3%	-2.6%
CC(=O)C1=C(O)C(=O)N(CCCn2ccnc2)C1c1ccc(Cl)cc1 (centres undefined)	-6.0%	-0.9%	-1.6%	11.5%	-1.6%	0.2%	-18.5%	-22.8%	-0.1%
COc1ccc(OC(=O)N(C)C[C@@H]2OCc3cn(nn3)CCCC(=O)N([C@@H](C)CO)C[C@H]2C)cc1	-2.1%	0.8%	22.7%	27.5%	1.1%	-15.8%	0.0%	-3.2%	x
COCCN(C(=O)CCC(=O)Nc1cc(C)on1)C(C(=O)NC1CCCC1)c1ccc(C)cc1 (centres undefined)	1.4%	-6.9%	-29.9%	-23.2%	-5.8%	4.5%	6.0%	7.4%	1.0%
COc1cccc(-c2nnc(NC(C)=O)o2)c1	-0.6%	1.1%	-28.0%	10.9%	2.2%	-15.0%	-26.4%	-5.6%	-1.1%

Entries of single compounds, looked up by structure. Values in the order: GLP-1R agonist, HT1080-NT tox, KB-V1 MDR tox, TDP43 rescue, HT1080 IDH1KD tx, KB-3-1 cytotox, GLP-1R inv ag, GLP1R cytotox, SW480 rerep
Shown for `CC1=C(C)CC(C(=O)Nc2nc(-c3ccc(C)cc3C)c(C)s2)C(C(=O)O)C1` (centres undefined) → -0.6%, 6.8%, 0.2%, u, 12.6%, -1.2%, u, -4.7%, -0.6%
Shown for `COc1cccc(-c2nnc(NC(C)=O)o2)c1` → -0.6%, 1.1%, -28.0%, 10.9%, 2.2%, -15.0%, -26.4%, -5.6%, -1.1%
Shown for `CNC(=O)CN(Cc1ccccc1)S(=O)(=O)c1ccccc1` → -3.9%, -0.1%, -6.6%, -20.4%, 22.4%, -27.0%, -5.7%, -1.8%, -2.9%

(list continues)
Compound	GLP-1R agonist	HT1080-NT tox	KB-V1 MDR tox	TDP43 rescue	HT1080 IDH1KD tx	KB-3-1 cytotox	GLP-1R inv ag	GLP1R cytotox	SW480 rerep
Nc1c(C(=O)N/N=C/c2cccnc2)cnn1-c1ccccc1	19.6%	0.0%	3.2%	17.7%	-1.7%	15.8%	0.0%	13.0%	-3.4%
CCSc1nnc(CNC(=O)C23CC4CC(CC(C4)C2)C3)n1C1CCCCC1	5.7%	16.3%	-8.7%	-4.3%	1.8%	-11.1%	-8.8%	-5.6%	1.4%
O=C(Cn1cnc2c(nnn2Cc2ccc(F)cc2)c1=O)NCc1ccco1	-2.5%	-9.5%	-22.6%	-19.1%	-16.8%	-0.9%	u	4.7%	3.2%
COc1ccc(C2CC(=O)C3=C(C2)Nc2ccccc2N(C(C)=O)C3c2ccco2)cc1 (centres undefined)	-12.3%	4.4%	20.2%	-22.7%	-17.0%	8.2%	3.3%	-27.1%	-2.3%
O=C(COC(=O)c1cc(-c2cccs2)nc2ccccc12)NC1CCS(=O)(=O)C1 (centres undefined)	10.3%	10.1%	-8.6%	7.0%	3.0%	-0.2%	13.7%	-6.1%	-7.2%
O=C(O)Cc1ccc(NC(=O)c2ccc(Cl)c(Cl)c2)cc1	6.6%	-7.7%	-0.6%	-29.1%	1.8%	u	8.4%	-4.0%	1.0%
Cc1nc(NC(=O)C2CCCCC2C(=O)O)sc1C (centres undefined)	-4.2%	-0.7%	-3.7%	-18.2%	-2.8%	-11.9%	0.7%	-0.2%	0.3%
Oc1c(/C=N/c2ccccn2)sc2ccccc12	6.9%	4.9%	0.0%	18.6%	2.7%	1.1%	-4.8%	3.9%	-2.5%
CC1CN=C(NS(=O)(=O)c2ccccc2)N1 (centres undefined)	-3.7%	-2.2%	-0.2%	23.4%	-4.1%	-3.6%	2.3%	1.0%	x
O=C(CCS(=O)(=O)c1ccc(Cl)cc1)Nc1ccc(F)cc1	6.3%	-13.9%	-5.5%	-4.5%	-3.7%	-5.4%	-6.9%	10.9%	18.3%
COc1ccc(OC)c(-c2nnc3n2N=C(c2ccc(OC)c(OC4CCOC4)c2)CS3)c1 (centres undefined)	u	x	u	x	x	0.116µM*	x	x	u
CC(CCc1ccccc1)NC(=O)CNC(=S)N(Cc1cccs1)C1CCCC1 (centres undefined)	10.5%	-23.3%	u	0.0%	u	u	5.01µM*	-2.6%	0.0%
COc1ccc(C(=O)Nc2nc(-c3cccs3)cs2)cc1	-17.1%	5.1%	5.8µM*	0.0%	4.8%	u	-20.9%	u	-8.1%
CC1=CCC(COC(=O)Nc2ccccc2)CC1 (centres undefined)	9.9%	-2.4%	11.8%	5.6%	-7.0%	10.1%	u	3.1%	-4.4%
C=CCN(CC=C)Cc1cc(=O)oc2cc(C)c(Cl)cc12	5.9%	9.6%	-24.0%	21.6%	3.4%	0.0%	-21.8%	0.1%	x
CN1CCN(c2ccc(NC(=O)c3ccc4c(c3)OCCO4)cc2Cl)CC1	-4.3%	-12.5%	3.2%	-7.8%	-25.0%	-15.3%	u	-17.8%	-8.4%
CCN(CC)c1nc2c(c(=O)[nH]c(=O)n2C)n1CCOc1ccccc1	u	-4.6%	-22.0%	-2.0%	-1.5%	-8.8%	120.6%[activator]	3.2%	3.0%
CCc1nc(NC(=O)Cc2csc(C)n2)sc1C(=O)OC	0.8%	0.7%	-0.5%	10.7%	8.0%	9.2%	13.5%	0.8%	-3.2%
